Screening results from PubChem.
GlmU inhibition: inhibition of mycobacterial GlmU enzyme – biochemical, glucosamine-1-phosphate acetyltransferase (AID 1376) | M. tuberculosis GlmU acetyltransferase enzyme assay; higher % means a stronger effect | inhibition, %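 (tested at 30 µM in the primary screen)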, or IC50 in µM where a hit was titrated | 220,000 compounds, 0.25% hits; in the data active = inhibition above about 13%;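 note: 0% = complete reaction with vehicle and 100% = reaction without substrate; strong numbers were not always called active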
RmlCD inh 1536: inhibitors of Mycobacterium tuberculosis RmlC and RmlD coupled enzymes; P9WH09+P9WH11; RmlC+RmlD coupled enzyme assay, percent inhibition; primary screen in compound mixtures; inhibition, % at 3.6 µM; 160,000 compounds, 0.03% hits; AID 1533; in the data active = inhibition mostly above about 34%, no sharp cut-off; note: some results filed as inactive read as strong as hits
Target sequence (P9WH09 whole entry, looked up): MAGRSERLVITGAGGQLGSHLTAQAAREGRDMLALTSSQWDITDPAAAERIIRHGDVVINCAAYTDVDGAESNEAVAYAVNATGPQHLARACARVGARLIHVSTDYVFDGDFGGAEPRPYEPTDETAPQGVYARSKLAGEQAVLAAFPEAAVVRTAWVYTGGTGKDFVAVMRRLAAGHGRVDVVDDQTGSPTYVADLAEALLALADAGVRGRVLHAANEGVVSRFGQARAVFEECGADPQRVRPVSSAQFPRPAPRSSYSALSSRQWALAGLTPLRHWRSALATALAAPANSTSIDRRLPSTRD
Target sequence (P9WH11 whole entry, looked up): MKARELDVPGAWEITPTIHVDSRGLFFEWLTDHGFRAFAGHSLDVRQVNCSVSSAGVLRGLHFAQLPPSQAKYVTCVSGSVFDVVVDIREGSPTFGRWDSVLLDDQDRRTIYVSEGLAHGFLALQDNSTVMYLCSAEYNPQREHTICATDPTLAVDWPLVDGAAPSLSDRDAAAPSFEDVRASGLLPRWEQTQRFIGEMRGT
Starred values were filed as active, the others as inactive; / = no result given. This is a subset (hit frequency here may not be typical).

SMILES	GlmU inhibition	RmlCD inh 1536
C[N+](C)(C)CC#CCOC(=O)Nc1cccc(Cl)c1	-3.8%	/
CC(C)(C)C(=O)Nc1nc(-c2ccc3c(c2)OCO3)cs1	/	9
Cc1nnc(SCC(=O)Nc2nc3c(s2)CC(C)CC3)s1 (stereo unspecified)	-0.3%	6
COc1ccc(OCC(=O)NCCCn2ccnc2)cc1	3.1%	6
Cc1ccc(-n2[nH]c(=O)c3cccnc32)cc1	4.4%	0
Cc1cccc(C)c1NC(=S)NCc1ccncc1	-8.8%	-3
COc1ccccc1N1CCN(C(=O)CSc2nnc(NC(=O)c3ccco3)s2)CC1	-1.3%	/
CCc1ccccc1NC(=O)Cn1nnc(-c2cccnc2)n1	-6.7%	/
COc1ccccc1-c1cc(C(=O)Nc2ccc(F)cc2F)no1	-1.2%	7
COc1ccc(-c2noc(CCC(N)=O)n2)cc1OC	-0.9%	9
O=C(CSCc1ccc(C(=O)O)cc1)Nc1ccc2ccccc2c1	-0.6%	-5
Cc1ccc(-c2nn(C)c(=O)c3ccccc23)cc1CN1CCCCC1	1.5%	/
CCOC(=O)N1CCN(C2OC(=O)c3ccccc32)CC1 (stereo unspecified)	/	76
O=C(CNS(=O)(=O)c1ccc(Br)cc1)N1CCOCC1	-0.3%	-4
Cc1cccc(OCc2nnc(SCC(=O)Nc3ccc(C)c(C)c3)o2)c1	-4.1%	/
C=CCn1c(O)c(CN2CCOCC2)c(C)c(C#N)c1=O	-0.7%	/
Nc1nc(-c2ccccc2)c(N=Nc2cccnc2)s1	-0.8%	4
COc1ccc(-c2nc(NC(=O)Cn3ccc(C(F)(F)F)n3)sc2C)cc1	-4.3%	2
Cn1c(C(=O)NCc2ccco2)cc2c(=O)[nH]c3ccccc3c21	-0.3%	-11
O=c1nc(N/N=C/c2c[nH]c3ccccc23)cn[nH]1	-4.7%	-9
COc1ccc(C(=O)N2CCn3c(C)ccc3C2C)cc1 (stereo unspecified)	0.2%	/
CCN(CC)C(=O)CSc1nnc([C@H](CCSC)NC(=O)OC(C)(C)C)o1	-0.2%	/
CC(C)c1nnc(NC(=O)c2cccc(-n3cnnn3)c2)s1	2.6%	1
COc1ccc(-c2cc3nc(C)n(N)c(=O)c3s2)cc1	0.3%	10
Cc1ccc(/C=C2/NC(=O)N(Cc3ccc(Br)cc3)C2=O)o1	6.5%	2
COCCN1C(=O)/C(=C/c2ccc(Oc3ccc([N+](=O)[O-])cn3)c(OC)c2)SC1=Nc1ccccc1	7.0%	/
NNC(=O)c1ccc(COc2cccc3ccccc23)cc1	-1.2%	6
CCCC1C(=O)N(Cc2ccccc2)C(=O)CC1C (stereo unspecified)	-0.6%	3
C=CCn1c(SCC(=O)Nc2nc(C)cs2)nnc1C(C)NC(=O)c1ccccc1Cl (stereo unspecified)	-2.5%	/
CC(=O)Nc1ccc(N=Cc2ccc[nH]2)cc1	1.9%	13
Cc1ccc(C(C)C)c(OCCCN2C(=O)NC(C)(C)C2=O)c1	-3.2%	/
CC(=O)c1ccc(S(=O)(=O)N2CCCCC2C(=O)O)cc1 (stereo unspecified)	-10%	-5
COc1cc(/C=N/NC(=O)/C(=C/c2ccccc2)CCO)ccc1O	-7.8%	0
CCn1c(N2CCN(C(=S)NCCc3ccccc3)CC2)nc2ccccc21	1.0%	/
Cn1c(SCC(=O)NCCc2ccccc2)nnc1-c1ccncc1	4.3%	4
O=C(c1ccccc1)c1ccc(OCCn2cnc3ccccc3c2=O)cc1	5.6%	4
Cc1cccc(NC(=S)N/N=C/c2ccc3c(c2)OCO3)c1	0.1%	-15
CCOC(=O)C1(CCCc2ccccc2)CCN(Cc2cn(CC)nc2C)CC1	-1.0%	/
CC(=O)N1CCN(CC(=O)O)CC1	-0.8%	-13
CCc1[nH]nc2c1C(c1ccncc1)C(C#N)=C(N)O2 (stereo unspecified)	5.5%	-2
Cc1ccc(-c2nc3cnccn3c2Nc2ccc3c(c2)OCO3)cc1	4.2%	-9
CC(C)(NO)/C(=N\O)c1ccc(Cl)cc1	1.5%	/
CCOC(=O)C(C(C)C)C(N)Cc1ccc(F)cc1 (stereo unspecified)	-2.4%	2
COC(C(=O)Nc1ccc(S(=O)(=O)Nc2cccc3ccccc23)cc1)c1ccccc1 (stereo unspecified)	-5.5%	8
O=C(/C(=C/c1ccncc1)n1ccnc1)c1ccc(Cl)cc1Cl	-3.5%	-27
COC(=O)C1=C(C)NC(C)=C(C(=O)OC(C)C)C1c1cccc2nonc12 (stereo unspecified)	-4.7%	12
CC(=O)c1cccc(S(=O)(=O)Nc2ccc3nc(C)sc3c2)c1	-6.7%	8
COc1ccc(/C=N/NC(=O)C(=O)N2CCCC2)cc1	-2.1%	-13
Cc1cccc2c1NC1(CCCC1)CC2C (stereo unspecified)	-1.8%	13
COCc1nnc(NC(=O)c2ccc(NC(C)=O)cc2)s1	3.0%	/
Next part
SMILES	GlmU inhibition	RmlCD inh 1536
Cc1sc(NC(=O)c2ccco2)c(C(c2ccc(F)cc2)N2CCN(C)CC2)c1C (stereo unspecified)	-8.9%	10
CCN(Cc1ccccc1)C(c1ccccn1)c1nnnn1C(C)(C)CC (stereo unspecified)	-2.0%	/
COc1ccc(CNc2nc(-c3cccnc3)nn2C(C)=O)cc1	-1.9%	3
O=C(Nc1ccccc1)OCN1C(=O)c2ccccc2C1=O	-2.6%	/
CN(C)c1ccc(C=NCCc2ccc(S(N)(=O)=O)cc2)cc1	-0.8%	10
COc1ccc(S(=O)(=O)NC(CC(=O)NCCc2ccccc2)c2ccco2)cc1 (stereo unspecified)	2.4%	-9
CC12CC(c3ccccc3O1)N(C(=O)c1ccco1)C(=O)N2c1ccccc1 (stereo unspecified)	-2.4%	/
CCN(CC)S(=O)(=O)c1ccc(/C=C/C(=O)Nc2c(C)n(C)n(-c3ccccc3)c2=O)cc1	4.7%	4
CCOC(=O)c1cnn(-c2cc(C)c3ccccc3n2)c1N	5.3%	/
COc1ccc2c(c1)C(=O)[C@@H](O)[C@H](c1ccc(OC)c(Br)c1)O2	-0.7%	/
CNC(=S)N1N=C(c2ccc(C)cc2)CC1c1ccc(Cl)cc1 (stereo unspecified)	1.6%	0
CCCN1CNC(=S)N(c2cccc(C)c2)C1	-2.8%	28
COC(=O)Cn1c(=O)c2c(nc(Br)n2CC(=O)OC)n(C)c1=O	5.3%	/
O=C(c1ccc(-c2ccc(Cl)cc2Cl)o1)N1CCOCC1	2.1%	/
CC(=O)N1CN2CN(C(C)=O)CC(C(=O)c3ccc(Br)cc3)(C2)C1	-0.8%	-2
CCOC(=O)CSc1nnc(-c2cccnc2)n1Cc1ccccc1	1.3%	24
COc1ccc(NC(=O)c2ccccn2)cc1S(=O)(=O)N1CCOCC1	5.9%	3
O=C(NN1CC(=O)N(c2cc(Cl)cc(Cl)c2)CC1=O)c1sccc1Cl	0.6%	-6
COc1ccc(/C=N/NC(=O)CNC(=O)c2ccc(S(=O)(=O)N3CCOCC3)cc2)c(OC)c1	8.7%	10
COc1cccc(NC(=O)NC(C)C2CC3CCC2C3)c1 (stereo unspecified)	-3.2%	-9
CCSCc1nnc(SCC(=O)c2ccc(OC)cc2)n1C	-4.9%	10
CN1CCN(C(=S)Nc2cccc(S(=O)(=O)N(C)C)c2)CC1	-5.1%	13
COc1cccc(N=Cc2c(O)n(-c3cccc(C)n3)c(=O)c3ccccc23)c1	-3.6%	11
C/C(=N\NC(=O)C(c1ccccc1)c1ccccc1)c1ccccn1	3.0%	-4
Cc1ccc(N=C2NC(=O)/C(=C\c3cccs3)S2)cc1C	-1.6%	5
N#Cc1nc(N2CCCCC2)nc(N2CCOCC2)n1	1.9%	/
Fc1ccc2c(c1)nnn2C1CCN(Cc2c(Cl)cccc2Cl)CC1	0.1%	/
CCN(C(=O)Cc1cccs1)c1nnc(-c2cccnc2)s1	0.8%	/
O=C(c1ccco1)N1CCN(c2nnc(-c3ccccc3)c3ccccc23)CC1	-3.1%	-7
COc1ccc(-c2nnc(SCC(=O)Nc3ncc(C(F)(F)F)cc3Cl)n2CC(C)C)cc1	-2.7%	/
O=C(NC1CCCCCC1)C(=O)NC1CCCC1	2.4%	2
CCOCc1c(C(=O)NC2=Nc3ccccc3NC(CC)=C2C(=O)OCC)oc2ccccc12	-1.5%	23
COc1cc(NC(=O)N[C@@H](CCSC)C(=O)O)cc(OC)c1	-3.4%	23
Cc1cc(NC(=O)c2c([N+](=O)[O-])c(C)nn2C)no1	4.5%	99
O=C(/C=C/c1ccc(F)cc1)NC(=S)NC1CCCCC1	4.3%	4
COC(=O)c1ccc(NC(=O)CSCC(=O)OCC(=O)c2ccc(Br)cc2)cc1	-0.5%	/
CCc1ccc2[nH]c(=O)c(CN(CC3CCCO3)C(=S)NCc3ccco3)cc2c1 (stereo unspecified)	8.2%	-3
O=C(N/N=C/c1cccc([N+](=O)[O-])c1)c1ccc(CN2CCOCC2)cc1	1.9%	2
O=C(CCC1CCCC1)Nc1cccn(Cc2ccccc2Br)c1=O	-0.7%	/
Cc1ccc(-c2nn(-c3cccc(F)c3)cc2CN2CCN(c3ccccn3)CC2)o1	0.4%	-14
COc1ccc(Cl)cc1NC(=O)C(C)N(C)Cc1cccc(Cl)c1Cl (stereo unspecified)	-0.8%	0
COc1ccc(-n2c(SCC(=O)NCc3ccco3)nnc2-c2c[nH]c3ccccc23)cc1	3.3%	10
COc1ccc(/C=C/C(=O)O)cc1S(=O)(=O)N1CCCCC1	1.4%	4
CCOC(=O)c1sc(NC(=O)CSc2nnc(-c3ccc(OC)cc3)n2CCOC)nc1C	-3.9%	/
CCCCOCCCNS(=O)(=O)Cc1ccccc1	-0.1%	/
COCCN(C(=O)COc1ccc(Cl)cc1)c1nnc(-c2cccnc2)s1	-1.2%	-3
COC(=O)/C=C1\C(=O)N(c2nc3ccc(OC)cc3s2)C(=S)N1c1ccc(F)cc1	/	6
CCCNC(=O)C1CCN(S(=O)(=O)c2cccs2)CC1	4.5%	26
Cc1nc2c(C(=O)NCCC(C)C)c[nH]n2c(=O)c1Cl	2.8%	/
CCCCC(=O)Nc1ccc(NC(=O)C2CC2)nc1	-0.5%	-9
